USP2a block = inhibitors of human ubiquitin-specific protease USP2a; Potency, µM (top dose mostly 38.3 µM), for the others: at the highest dose activity change, negative = inhibition, usual class: inhibitors; AID 463254; USP2 core, Ub-CHOP2 coupled fluorogenic reporter, 485/531; 0.01% of 330,000 active;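 also: potency is read from the fitted curve at half-maximal effect; plate controls were DMSO wells for no effect and full inhibition by NEM control for full effect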
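Cell-free coupled assay: 10nM USP2 core preincubated 30min RT with compound in Tris-HCl pH 8.0/CaCl2/CHAPS buffer, then 25nM Ub-CHOP2 and 25nM reporter substrate; fluorescence (Ex 485/Em 531) read after 60min RT, normalized to NEM inhibition, concentration-response curves fitted.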
GALK inh = galactokinase (human) inhibition; P51570; Purified GALK, Kinase-Glo residual ATP luminescence; Potency, µM (series often up to 57.5 µM), inactives show at the highest dose activity change, negative = inhibition, hits mostly inhibitors; 0.007% of 270,000 active; also: potency is read from the fitted curve at half-maximal effect; % is scaled to controls: 0 for no effect and ±100 for the full control effect
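Compounds were pin-transferred into ATP buffer (35 uM final), then GALK plus galactose (5 nM, 100 uM final) was added. After 1 h at room temperature, Kinase-Glo Plus was added and luminescence read after 10 min.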
Menin MLL FP TR = displaces Texas Red mutant MLL peptide from human menin | O00255 | Menin + Texas Red MLL mutant peptide, fluorescence polarization | Potency, µM (series often up to 61.6 µM), for inactives: top-dose FP activity change, negative = inhibition, most hits filed as inhibitors | 0.23% of 270,000 active; active = well fitted inhibition curve with a large enough effect in the polarisation, with a control signal flat, not every such curve was filed as active; inconclusive = small, poorly fitted or top-dose-only effect, or effect the other way, or a change in a side signal; inactive = no such curve, though single readings can be large or run the other way; the % refers to the polarisation; also: potency is read from the fitted curve at half-maximal effect; % of control where 0% means no effect; many of its hits are not listed in these tables
MBNL1 CUG block = blocks human MBNL1 binding to CUG repeat RNA. 0.036% of 280,000 active. Q9NR56. TR-FRET MBNL1-His/biotin-(CUG)12 binding, 665/545 ratio. Potency, µM (doses to about 57.5 µM), inactives show at the highest dose activity change, negative = inhibition, hits mostly inhibitors. AID 2675; active = well fitted inhibition curve with a large enough effect in the signal ratio, with a control signal flat, not every such curve was filed as active; inconclusive = small, poorly fitted or top-dose-only effect, or effect the other way, or a change in a side signal; inactive = no such curve, though single readings can be large or run the other way; the % refers to the signal ratio; also: potency is read from the fitted curve at half-maximal effect; % is scaled to controls: 0 for no effect and ±100 for the full control effect
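His-tagged MBNL1 binding to biotinylated (CUG)12 RNA was measured by TR-FRET using terbium anti-His antibody (0.055 ng/ul final) and streptavidin-XL665 (5 nM final). Compounds were titrated 92 nM to 58 uM; 60 min at room temperature.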
BCR signal inh = inhibitors of chronic active B-cell receptor signaling; 0.05% of 340,000 active; Potency, µM (highest dose often 46.1 µM), for the others: at the highest dose ratio change, negative = lower green/red ratio, usual class: inhibitors; ABC-DLBCL IkBa-CBG/CBR reporter, luminescence ratio, 4 h; AID 493014; active = well fitted inhibition curve with a large enough effect in the signal ratio, with a control signal flat, not every such curve was filed as active; inconclusive = small, poorly fitted or top-dose-only effect, or effect the other way, or a change in a side signal; the % refers to the signal ratio;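 also: potency is read from the fitted curve at half-maximal effect; plate controls were basal doxycycline-induced cells for no effect and cells given 10 µM MG132 for full effect; MG132 reads +100%, hits lower the ratio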
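Compounds up to 46 uM were incubated four hours with TMD8 cells whose green CBG68 luciferase is fused to IkappaBalpha; red CBR luminescence normalised the signal, and concentration-effect curves were fitted to fusion, red and ratio data.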
TSHR antag = antagonists of human thyroid stimulating hormone receptor | TSHR-expressing cells, TSH-stimulated cAMP HTRF, 2 h; active compounds read low | 0.2% of 330,000 active | activity change, negative = inhibition, % at 11.5 µM | P16473 | AID 504810;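 active = activity change below a set negative limit, meaning inhibition stronger than a set level, cut at about -70% in these data; inconclusive = activity change between two set negative limits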; also: % is scaled to controls: 0 for no effect and ±100 for the full control effect
Target sequence (P16473 whole entry, looked up): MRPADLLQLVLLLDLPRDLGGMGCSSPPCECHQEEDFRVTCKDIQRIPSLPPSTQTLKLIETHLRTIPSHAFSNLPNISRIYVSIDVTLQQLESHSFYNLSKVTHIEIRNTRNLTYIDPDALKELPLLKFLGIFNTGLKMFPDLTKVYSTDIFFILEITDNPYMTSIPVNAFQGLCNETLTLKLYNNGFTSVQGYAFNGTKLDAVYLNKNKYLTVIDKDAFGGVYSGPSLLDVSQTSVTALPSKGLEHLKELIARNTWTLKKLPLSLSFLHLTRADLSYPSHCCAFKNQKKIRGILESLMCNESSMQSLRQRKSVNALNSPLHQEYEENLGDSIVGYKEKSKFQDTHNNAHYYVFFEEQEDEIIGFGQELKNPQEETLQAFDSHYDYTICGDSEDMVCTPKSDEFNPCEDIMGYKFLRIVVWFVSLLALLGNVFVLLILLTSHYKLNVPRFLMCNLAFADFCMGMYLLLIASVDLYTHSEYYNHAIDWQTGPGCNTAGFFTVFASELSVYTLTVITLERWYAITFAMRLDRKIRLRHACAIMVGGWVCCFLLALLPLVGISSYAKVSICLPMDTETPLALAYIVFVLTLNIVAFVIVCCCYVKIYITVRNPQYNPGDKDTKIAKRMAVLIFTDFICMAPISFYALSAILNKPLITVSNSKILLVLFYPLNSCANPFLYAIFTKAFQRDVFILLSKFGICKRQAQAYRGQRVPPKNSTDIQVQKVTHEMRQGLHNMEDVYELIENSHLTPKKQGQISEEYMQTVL
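Read-out is FRET at 665 nm (cryptate excitation 337 nm) from a cryptate-tagged anti-cAMP antibody, competed by cell cAMP against cAMP-d2. Compounds are tested on freshly harvested TSHR cells challenged with 4nM TSH (EC80) for 2 hours at 37 deg C.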
Eya2 phos inh = blocks the phosphatase activity of human Eya2; O00167; recombinant Eya2, OMFP fluorescence dephosphorylation (OMFP is methylfluorescein phosphate); Potency, µM (highest dose often 76.9 µM), without a hit: at the top dose activity, negative = inhibition, usual class: inhibitors; 0.006% of 330,000 active; AID 488837; also: potency is read from the fitted curve at half-maximal effect; % is scaled to controls: 0 for no effect and ±100 for the full control effect
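Eya2 (0.2 uM) preincubated 10 min at ambient with compound, then OMFP substrate added at 50 uM; 10 min reaction in 50 mM HEPES pH 7.5, 50 mM NaCl, 5 uM MgCl2, 0.05% BSA, 1 mM DTT. Fluorescence read at Ex 485/Em 525 nm.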
hERG WT inh = blocks the wildtype human KCNH2 potassium channel; U2OS, BacMam KCNH2, thallium flux FluxOr; active compounds read low; 0.37% of 340,000 active; activity change, % at 1.84 µM; AID 720551;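 active = maximum activity change below -70%; inconclusive = maximum activity change between -70% and -50%; inactive = maximum activity change above -50%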; also: % is scaled to controls: 0 for no effect and ±100 for the full control effect
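U2OS cells transduced with wild-type KCNH2 virus are loaded with FluxOr dye for 45 min, and thallium flux is measured in kinetic reads before and after stimulation buffer. Rate constants are normalized to DMSO controls.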
S-ASM inh = human S-ASM enzyme inhibition; P17405; placental ASM, HMU-PC fluorogenic substrate, 60 min; Potency, µM (top dose mostly 57.5 µM), without a hit: at the top dose activity change, negative = inhibition, hits mostly inhibitors; 0.006% of 340,000 active; also: potency is read from the fitted curve at half-maximal effect
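HMU-PC0 cleavage (9 uM final) by human placental ASM, 60 min at 37 °C following 10 min compound exposure at RT; stopped at pH 10, fluorescence Ex 386/Em 447 nm.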
Mito fusion act = blocks mitochondrial division or promotes mitochondrial fusion; S. cerevisiae fusion-defective mutant growth rescue, CellTiterGlo 48 h; 0.23% of 320,000 active; Potency, µM (top dose mostly 46.1 µM), without a hit: top-dose growth rescue (activation), most hits filed as activators;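 also: potency is read from the fitted curve at half-maximal effect; % of control where 0% means no effect; nearly all actives have a fitted effect of over 45% in size; temperature-sensitive fusion mutants such as fzo1-1 at 37 °C on non-fermentable ethanol glycerol medium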
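Read-out: ATP-based luminescence (CellTiterGlo, 10 min ambient) reporting growth of fusion-defective ts yeast after 48 hours at 37C on glycerol/ethanol YPEG medium in the presence of compound.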
PKM2 act = increases activity of human pyruvate kinase M2; P14618; purified PKM2, Kinase-Glo ATP luminescence, activation; response scale: 0% is enzyme alone, no compound; Potency, µM (titrated, usually from 57.5 µM), for inactives: at the highest dose activation, actives largely listed as activators; 0.34% of 260,000 active; AID 1631; also: potency is read from the fitted curve at half-maximal effect; % is scaled to controls: 0 for no effect and ±100 for the full control effect; nearly all actives have a fitted effect of over 55% in size
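hPK-M2, >95% pure; 0.1 mM ADP / 0.5 mM PEP final; imidazole pH7.2 buffer w/ 7 mM MgCl2, 50 mM KCl; 1 h RT; Kinase-Glo lum. Intermediate enzyme activity for dual inhibitor/activator qHTS.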
Active calls of the source: *; i = inactive; ? = inconclusive; · = no result given; [ ] = another dose, or the depositor's remark. Unless noted, calls follow the shape of the dose curve; as a rule, active = well fitted curve in the direction sought with a large enough effect; inconclusive = small, poorly fitted or top-dose-only effect, or another doubt; inactive = no such curve, though single readings can be large; an effect the other way counts as inactive or inconclusive. These rows are one share of the data, so the mix of outcomes need not match the whole.

item	SMILES	USP2a block	GALK inh	Menin MLL FP TR	MBNL1 CUG block	BCR signal inh	TSHR antag
1	Cc1ncc(CN2CCCC(C(=O)Nc3ccc(-c4cscn4)cc3)C2)cn1 (stereo not drawn)	-1%	6%	·	-9%	?	9
2	CC1CCCCC1NC(=O)c1ccc(NS(=O)(=O)c2ccc3[nH]c(=O)[nH]c3c2)cc1 (stereo not drawn)	-1%	·	·	·	?	0
3	CC(NC(=O)C1CCC(CNS(=O)(=O)c2ccccc2)CC1)c1ccc2c(c1)OCCO2 (stereo not drawn)	1%	1%	1%	-7%	-1%	2
4	CC(=O)c1ccc2c(c1)CC(C)C(=O)N2C (stereo not drawn)	4%	2%	-11%	-12%	?	21
5	O=C(COCc1cc(-c2ccc3c(c2)OCO3)on1)N1CCCCC1	-2%	4%	·	-15%	-1%	18
6	CCn1c(O)c2ccc(C(=O)N=NC(=O)c3cccnc3)cc2c1O	1%	1%	-5%	?	4%	-10
7	Cc1ccc(-c2nnn(CC(=O)N(Cc3ccco3)C(C(=O)NC(C)(C)C)c3ccc(C)o3)n2)o1 (stereo not drawn)	1%	-3%	?	0%	?	-15
8	COC(CNC(=O)C(=O)NCC1OCCN1C(=O)c1ccc(Cl)cc1)OC (stereo not drawn)	-1%	·	1%	-8%	0%	10
9	CCOC(=O)CC(=O)CSc1nc(-c2ccc3c(c2)OCO3)cc(C(F)(F)F)c1C#N	3%	1%	6%	104%[activator]	4%	-1
10	CCOC(=O)c1nn(-c2ccc(C)cc2)c(C)c1C(C)=O	·	2%	-11%	-9%	·	·

item	Eya2 phos inh	hERG WT inh	S-ASM inh	Mito fusion act	PKM2 act
1	9%	6	0%	1%	-2%
2	14%	-12	-6%	-9%	·
3	-8%	·	·	6%	-21%
4	6%	-14	3%	1%	-1%
5	-3%	3	1%	2%	·
6	5%	34	-2%	0%	-19%
7	2%	i	0%	7%	-1%
8	0%	4	-2%	2%	0%
9	14%	-34	110%[activator]	-2%	-10%
10	·	-3	0%	-3%	24%

An excerpt from above in order of their number in TSHR antag, high to low.
#	structure	GALK inh	Menin MLL FP TR	MBNL1 CUG block	TSHR antag	Eya2 phos inh	S-ASM inh	Mito fusion act	PKM2 act
8	COC(CNC(=O)C(=O)NCC1OCCN1C(=O)c1ccc(Cl)cc1)OC (stereo not drawn)	·	1%	-8%	10	0%	-2%	2%	0%
3	CC(NC(=O)C1CCC(CNS(=O)(=O)c2ccccc2)CC1)c1ccc2c(c1)OCCO2 (stereo not drawn)	1%	1%	-7%	2	-8%	·	6%	-21%
6	CCn1c(O)c2ccc(C(=O)N=NC(=O)c3cccnc3)cc2c1O	1%	-5%	?	-10	5%	-2%	0%	-19%

Following part.
item	SMILES	USP2a block	GALK inh	Menin MLL FP TR	MBNL1 CUG block	BCR signal inh	TSHR antag
11	CC1(C(=O)NC(=S)NNC(=O)c2ccncc2)CCCCC1	0%	-2%	-3%	5%	?	9
12	Cc1ccc(Sc2nnc(-c3ccccc3)cc2C#N)cc1	7%	1%	-6%	6%	4%	-1
13	CC(C)CNS(=O)(=O)c1ccc(CCC(=O)NCCC2=CCCCC2)cc1	1%	1%	4%	1%	-1%	20
14	COc1cccc(CC2(CO)CCCN(CC3=Cc4cc(Cl)ccc4OC3)C2)c1 (stereo not drawn)	-2%	9%	8%	-2%	1%	-4
15	COc1ccc(C(=O)NC(=S)N2CCNC(=O)C2)cc1Br	2%	4%	2%	0%	0%	3
16	CCCNS(=O)(=O)c1ccc(OCC(=O)Nc2ccc3c(c2)OCO3)cc1	1%	1%	11%	-4%	1%	3
17	O=c1cc(N2CCCCC2)c(-c2ccccc2)nn1Cc1cccc(Cl)c1	2%	-3%	?	-3%	3%	-4
18	O=C1NC(=O)C(Cc2ccccc2)(c2cccnc2)N1 (stereo not drawn)	0%	-1%	·	·	?	3
19	O=S1(=O)CC/C(=N\O)c2ccccc21	2%	0%	1%	-11%	-18%	9
20	COC(=O)c1ccc(-n2cncn2)c([N+](=O)[O-])c1	4%	1%	-1%	?	-1%	4

item	Eya2 phos inh	hERG WT inh	S-ASM inh	Mito fusion act	PKM2 act
11	3%	-5	1%	0%	-5%
12	6%	5	-2%	-1%	7%
13	-10%	10	3%	-5%	1%
14	-1%	6	-5%	15%	-5%
15	5%	-1	3%	-4%	-5%
16	-6%	·	-3%	-4%	-15%
17	4%	-19	?	-2%	4%
18	?	5	-1%	-4%	-19%
19	-1%	-1	2%	-2%	1%
20	7%	-10	-1%	5%	2%

Further records follow.
item	SMILES	USP2a block	GALK inh	Menin MLL FP TR	MBNL1 CUG block	BCR signal inh	TSHR antag
21	O=C(NC(=S)NCCC1=CCCCC1)c1ccco1	-4%	12%	12%	-5%	?	-10
22	Cc1nnsc1S(=O)c1ccccc1Cl (stereo not drawn)	0%	-1%	10%	8%	-4%	3
23	COc1ccc(OC)c2c(C)cc(N3CCN(C(=O)c4ccc(Cl)cc4)CC3)nc12	0%	-5%	-26%	-3%	3%	1
24	O=C(Cn1c(COc2ccccc2)nc2ccccc21)Nc1cc(Cl)cc(Cl)c1	0%	-2%	?	·	-5%	3
25	CCn1nnc(NC(=O)C(c2ccccc2)c2ccccc2)n1	-6%	-4%	6%	-12%	?	-4
26	Cc1ccc(C(=O)NC(CCc2ccccc2)C(=O)O)cc1 (stereo not drawn)	-1%	·	·	·	4%	8
27	O=C(Nc1ccc(N2CCN(c3ccc(C(F)(F)F)cn3)CC2)nc1)c1cccs1	9%	-1%	·	1%	8%	1
28	COc1ccc(/C=C/c2cccc[n+]2C)c(O)c1	1%	4%	-2%	?	0%	-27
29	CCOC(=O)CSc1cc(=O)n(CC)c2ccccc12	-1%	-1%	-1%	12%	0%	-14
30	Cc1ccc(-c2[nH]nc3c2C(c2ccoc2)C(C#N)=C(N)O3)cc1C (stereo not drawn)	0%	-4%	14%	5%	3%	2

item	Eya2 phos inh	hERG WT inh	S-ASM inh	Mito fusion act	PKM2 act
21	-12%	-31	0%	6%	-2%
22	1%	7	1%	-9%	·
23	-23%	15	56%[activator]	-3%	0%
24	2%	4	-1%	-6%	-3%
25	-2%	2	6%	-10%	-2%
26	2%	6	-5%	·	·
27	11%	3	7%	-3%	6%
28	-18%	-14	-10%	-6%	-5%
29	5%	-3	-3%	1%	-1%
30	-1%	-2	-10%	4%	-2%

(more compounds)
item	SMILES	USP2a block	GALK inh	Menin MLL FP TR	MBNL1 CUG block	BCR signal inh	TSHR antag
31	Cc1cccc(NC(=O)c2cccnc2)c1C	3%	·	11%	8%	-1%	-2
32	Cc1ccc(CNC(=O)Cc2cccs2)cc1	0%	-3%	·	-6%	?	-2
33	CCOC(=O)N1CCN(C(=O)/C=C/c2ccc(OC)c(OC)c2)CC1	-1%	0%	-6%	9%	-4%	-8
34	CCC(CC)C1C(C#N)=C(N)Oc2cc(C)oc(=O)c21 (stereo not drawn)	5%	1%	11%	-5%	15%	1
35	O=C(NCc1cccc(C(F)(F)F)c1)C1CC(c2ccccc2C(F)(F)F)=NO1 (stereo not drawn)	5%	2%	·	-5%	-13%	-5
36	CC1CC2(CCCCC2)Nc2ccc3ccccc3c21 (stereo not drawn)	-2%	-2%	0%	?	3%	-18
37	Cc1cccc(CSc2nn3c(=O)c(C)nnc3s2)c1	2%	2%	3%	7%	?	-8
38	c1ccc(-c2nc(N3CCOCC3)cc(N3CCOCC3)n2)cc1	1%	2%	21%	-2%	-5%	21

item	Eya2 phos inh	hERG WT inh	S-ASM inh	Mito fusion act	PKM2 act
31	0%	3	0%	0%	-2%
32	-14%	11	2%	-1%	-1%
33	-4%	3	4%	0%	1%
34	-6%	28	0%	3%	-5%
35	-9%	·	-10%	2%	3%
36	-10%	-16	156%[activator]	2%	0%
37	-2%	-1	2%	0%	10µM*
38	-4%	2	-2%	-1%	-5%

Assay outcomes as filed in PubChem BioAssay.
